LYPLA2 counter – blocks human lysophospholipase 2, a PME1 counter-screen; 320,000 tested, 0.38% active; AID 2177; O95372; recombinant LYPLA2, FP-Rh probe fluorescence polarization; inhibition, % at 5.9 µM;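 active = inhibition above the screen-wide mean plus 3 SD, limit set per campaign, cut at about 26% in these data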;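 note: 0% = LYPLA2 with DMSO and 100% = wells lacking LYPLA2 enzyme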
Target sequence (O95372 whole entry, looked up): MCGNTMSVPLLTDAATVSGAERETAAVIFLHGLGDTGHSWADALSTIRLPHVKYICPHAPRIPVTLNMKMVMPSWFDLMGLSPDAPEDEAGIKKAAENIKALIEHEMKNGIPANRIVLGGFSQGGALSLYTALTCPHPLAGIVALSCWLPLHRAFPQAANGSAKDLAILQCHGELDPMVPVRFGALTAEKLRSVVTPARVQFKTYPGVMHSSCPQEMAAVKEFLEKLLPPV
PAD4 inh – blocks human protein arginine deiminase 4; Q9UM07; recombinant PAD4, RCA probe fluorescence polarization; inhibition, % at 6.36 µM; 330,000 tested, 0.41% active;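 active = percent inhibition above a cutoff equal to the mean of all tested compounds plus 3 SD, cut at about 15% in these data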;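 note: 0% = PAD4 with RCA probe and DMSO and 100% = probe without PAD4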
PAFAH1B2 FP inh – PAFAH1B2 (human) inhibition; recombinant PAFAH1B2, FP-rhodamine activity probe, fluorescence polarization; inhibition, % at 3.39 µM; 340,000 tested, 1.2% active;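 active = inhibition above the mean of all tested compounds plus 3 SD, cut at about 24% in these data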;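 note: 0% = enzyme with DMSO and 100% = wells lacking PAFAH1B2; many of its hits are not listed in these tables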
PAFAH2 inh – PAFAH2 (human) inhibition | inhibition, % at 3.39 µM | 340,000 tested, 0.99% active | Q99487 | AID 492956 | recombinant PAFAH2, FP-rhodamine activity probe, fluorescence polarization;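 active = inhibition above the mean over all tested compounds plus 3 SD, cut at about 30% in these data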;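 note: inhibitors block probe labeling of enzyme so polarization drops; 0% = enzyme with DMSO and 100% = wells lacking PAFAH2 protein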
LYPLA1 inh – counter-screen for PME1 inhibitors: inhibitors of human LYPLA1; O75608; recombinant LYPLA1, FP-Rh probe fluorescence polarization; inhibition, % at 5.9 µM; 320,000 tested, 0.16% active;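 active = inhibition above the mean of all tested compounds plus 3 SD, set per campaign, cut at about 14% in these data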;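 note: inhibitors block serine hydrolase probe labeling of LYPLA1 so polarization falls; 0% = enzyme with DMSO and 100% = wells lacking LYPLA1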
PAFAH1B3 inh – blocks human PAF acetylhydrolase 1B catalytic subunit 3; Q15102; recombinant PAFAH1B3, FP-rhodamine probe, fluorescence polarization; inhibition, % at 3.39 µM; 340,000 tested, 0.28% active;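 active = inhibition above the screen-wide average of all tested compounds plus 3 SD, cut at about 25% in these data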;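 note: 0% = enzyme with DMSO only and 100% = wells lacking PAFAH1B3 protein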
Target sequence (Q15102 whole entry, looked up): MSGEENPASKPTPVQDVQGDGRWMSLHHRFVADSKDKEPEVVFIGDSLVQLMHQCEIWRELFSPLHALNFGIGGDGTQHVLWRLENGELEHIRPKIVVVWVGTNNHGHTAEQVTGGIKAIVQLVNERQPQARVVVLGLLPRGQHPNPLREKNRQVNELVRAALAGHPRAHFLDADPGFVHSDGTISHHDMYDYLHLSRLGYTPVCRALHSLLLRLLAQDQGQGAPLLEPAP
pPAFAH FP inh – inhibitors of human plasma PAF acetylhydrolase (pPAFAH). Q13093. recombinant pPAFAH, FP-rhodamine probe fluorescence polarization. inhibition, % at 3.39 µM. 330,000 tested, 1.5% active. AID 463082;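 active = inhibition above the mean inhibition across the screen plus 3 SD, cut at about 25% in these data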;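 note: inhibitors block binding of the rhodamine activity-based probe so polarization drops; 0% = enzyme with DMSO and 100% = wells lacking pPAFAH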
Target sequence (Q13093 whole entry, looked up): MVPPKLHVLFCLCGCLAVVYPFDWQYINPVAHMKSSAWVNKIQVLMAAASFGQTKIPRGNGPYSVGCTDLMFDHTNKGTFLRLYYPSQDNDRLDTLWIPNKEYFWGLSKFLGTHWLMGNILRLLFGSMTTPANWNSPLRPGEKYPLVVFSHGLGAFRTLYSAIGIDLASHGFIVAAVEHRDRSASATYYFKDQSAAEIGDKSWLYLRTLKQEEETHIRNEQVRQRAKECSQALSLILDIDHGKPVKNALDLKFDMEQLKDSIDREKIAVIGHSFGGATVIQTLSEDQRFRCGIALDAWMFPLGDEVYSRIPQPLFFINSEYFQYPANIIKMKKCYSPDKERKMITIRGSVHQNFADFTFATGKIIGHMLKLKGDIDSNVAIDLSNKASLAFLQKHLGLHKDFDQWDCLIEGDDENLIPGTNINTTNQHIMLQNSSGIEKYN
GSTO1 counter – GSTO1 inhibition, counter-screen for RBBP9 inhibitors; recombinant GSTO1, activity-based probe fluorescence polarization; AID 1974; inhibition, % at 5.96 µM; P78417; 300,000 tested, 1.1% active;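 active = inhibition above the campaign mean inhibition plus 3 SD, cut at about 35% in these data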;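 note: 0% = GSTO1-1 with DMSO and 100% = wells lacking GSTO1-1 enzyme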
PME-1 inh – blocks human protein phosphatase methylesterase 1. Q9Y570. recombinant PME-1, FP-Rh probe fluorescence polarization. inhibition, % at 5.9 µM. 320,000 tested, 0.53% active;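 active = inhibition above the campaign mean of all compounds plus 3 SD, cut at about 26% in these data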;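 note: competitive labeling of PME-1 active site by serine hydrolase directed probe; 0% = PME-1 with DMSO and 100% = wells lacking PME-1 enzyme; inhibitors block probe labeling so polarization falls and inhibition rises; many of its hits are not listed in these tables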
Numbers without * were called inactive; . = no result given. These rows are one share of the data. The share of hits here may be higher or lower than overall.

SMILES	LYPLA2 counter	PAD4 inh	PAFAH1B2 FP inh	PAFAH2 inh	LYPLA1 inh	PAFAH1B3 inh	pPAFAH FP inh	GSTO1 counter	PME-1 inh
Nc1c(C(=O)NCc2cccs2)nnn1CC(=O)Nc1cccc(Cl)c1	2	-3	0	-2	0	3	7	-1	4
CC(C)(C)C(=O)NC1(C(F)(F)F)NC(=O)N(CCc2ccccc2)C1=O (stereo not given)	-1	2	-1	4	-3	2	5	6	-5
O=C(CSc1ncccn1)NCC1CCCO1 (stereo not given)	3	-2	-1	-3	-3	8	0	2	-1
O=C(Nc1ccc(N2CCN(C(=O)c3ccccc3)CC2)cc1)c1cccs1	4	0	4	3	-4	9	4	0	-3
O=S(=O)(c1ccc2c(c1)OCCO2)N1CCNCC1	5	-3	2	5	2	2	-1	2	3
O=C1CCN(Cc2ccc(O)cc2)CCN1[C@H](CO)Cc1ccccc1	1	1	-2	6	4	-2	-2	9	8
CCOC(=O)c1c(CN2CCCCC2)n(C)c2ccc(OC)c(S(=O)(=O)c3ccccc3)c12	-5	-2	-1	9	-1	4	-2	7	-2
O=C(Cc1ccccc1)NC(=S)Nc1cccc(C(F)(F)F)c1	-12	-4	3	-1	-4	3	11	2	0
C=C(C)Cn1c(SCC)nc2ccccc2c1=O	-1	-3	2	-4	-2	7	-2	12	-6
O=[N+]([O-])c1ccc(/C=N/n2cn[nH]c2=S)cc1	5	-1	4	-1	-2	9	1	-1	0
O=C(O)c1cc(-c2ccccc2)n[nH]1	-3	-7	6	-1	2	14	2	-3	-1
C=C(C)CSc1nc2nc(C)c(Br)cc2[nH]1	-2	4	-1	10	0	11	5	-2	-3
COc1ccc(NC(=S)NCc2ccc(S(N)(=O)=O)cc2)c(OC)c1	-3	1	1	-3	2	2	0	-5	1
Cc1ccc(C)c(NC(=O)C(Sc2ncnc3ccccc23)c2ccccc2)c1 (stereo not given)	0	4	-1	-4	0	4	4	1	1
CCC(C)N1CC(=O)N2C(c3ccc(OC)cc3OC)c3[nH]c4ccccc4c3C[C@H]2C1=O (stereo not given in full)	-1	-3	6	0	0	-1	3	3	3
O=C(CCCCCNC(=O)N1CCn2c1nc1ccccc12)N[C@H](Cc1ccccc1)C(=O)O	5	-2	4	-2	-1	3	-3	-3	3
CCOC(=O)c1sc2ccc(S(=O)(=O)N3CC(C)CC(C)C3)cc2c1N (stereo not given)	-1	-6	0	0	-6	0	6	3	-6
COc1ccc(C2CC(=O)Oc3c(C(CCN4CCCC(C)C4)c4ccc(N(C)C)cc4)c(OC)cc(OC)c32)cc1 (stereo not given)	11	2	11	0	2	11	5	8	-5
Cc1ccccc1C(=O)NNC(=O)C1CCN(C(=O)Nc2ccccc2)CC1	1	2	5	2	-1	5	1	3	-9
Cn1cc(-c2cccc(Cl)c2)cc(C#N)c1=O	2	-1	7	2	2	2	2	0	-2
O=C1[C@@H]2Cc3ccccc3CN2C(=O)N1c1cccc(F)c1	-6	4	4	8	3	4	2	0	-4
CCOc1ccc(C(=O)N2CCN(c3ncccn3)CC2)cc1	-1	-2	4	7	1	4	1	3	-3
Cc1cc(C)c(S(=O)(=O)Nc2ccccc2C(=O)N2CCOCC2)c(C)c1	-3	-3	5	3	1	11	-4	-10	-2
CCCCCCn1c(-c2cccs2)n[nH]c1=S	3	-2	10	7	-3	10	1	-7	-5
CCOC(=O)NCCOC(=O)Nc1ccc(Cl)cc1	5	1	3	-2	-1	2	2	11	3
COc1ccc(/C=C2\SC(=O)N(CCNC(=O)C3=COCCO3)C2=O)cc1	-5	-1	5	6	-2	1	1	42*	1
Cc1cccc(/N=C/c2c(O)c3ccccc3oc2=O)n1	2	-4	-1	1	-2	6	1	-2	-3
CC1(C)CC(=O)C2=C(C1)Nc1ccccc1NC2c1cccnc1 (stereo not given)	2	3	-3	-3	0	3	3	-1	-1
CC(C)OCCCN1CC(=O)N2C(c3ccccc3)c3[nH]c4ccccc4c3C[C@H]2C1=O (stereo not given in full)	7	-1	7	0	1	8	0	7	-3
O=C(Cn1cnc2ccccc21)N1CCN(S(=O)(=O)c2ccccc2)CC1	3	-1	4	-65	0	0	1	-11	0

One compound at a time, as listed above.
CCOc1ccc(C(=O)N2CCN(c3ncccn3)CC2)cc1 in the list: LYPLA2 counter: -1; PAD4 inh: -2; PAFAH1B2 FP inh: 4; PAFAH2 inh: 7; LYPLA1 inh: 1; PAFAH1B3 inh: 4; pPAFAH FP inh: 1; GSTO1 counter: 3; PME-1 inh: -3
CC(C)OCCCN1CC(=O)N2C(c3ccccc3)c3[nH]c4ccccc4c3C[C@H]2C1=O (stereo not given in full) in the list: LYPLA2 counter: 7; PAD4 inh: -1; PAFAH1B2 FP inh: 7; PAFAH2 inh: 0; LYPLA1 inh: 1; PAFAH1B3 inh: 8; pPAFAH FP inh: 0; GSTO1 counter: 7; PME-1 inh: -3

Continued:
SMILES	LYPLA2 counter	PAD4 inh	PAFAH1B2 FP inh	PAFAH2 inh	LYPLA1 inh	PAFAH1B3 inh	pPAFAH FP inh	GSTO1 counter	PME-1 inh
CCCC(=O)c1cn(CC(=O)OC)c2ccccc12	-4	-2	2	-2	-2	-6	1	13	2
O=C(CCCN1C(=O)c2cccc3cccc(c23)C1=O)NC1CCS(=O)(=O)C1 (stereo not given)	-4	-5	4	10	-1	5	-2	4	-2
O=C(c1ccc2c(c1)OCO2)C1CCCN(Cc2cccc(C(F)(F)F)c2)C1 (stereo not given)	-4	1	0	2	-2	6	2	-3	0
COCC(=O)N(Cc1ccc(OC)cc1)Cc1nc2ccccc2c(=O)[nH]1	-2	-2	2	-1	3	5	3	8	-7
CCOC(=O)C1CN(S(=O)(=O)c2cccs2)c2ccc(CC(=O)OC)cc2O1 (stereo not given)	4	6	4	10	-2	9	1	-5	-4
CCn1cc(C(=O)NCc2ccc(Cl)cc2)c(=O)c2cc(S(=O)(=O)N3CCOCC3)ccc21	4	-1	9	-3	2	9	3	2	2
Cc1ccccc1-n1c(-c2ccc(Cl)cc2)cnc1SCC(=O)NC1CCS(=O)(=O)C1 (stereo not given)	1	3	10	-1	-2	7	3	7	-1
CC(=O)Nc1ccc(-c2cn3c(n2)SCC3)cc1	4	1	1	-9	-4	-3	0	3	2
CCOc1ccccc1OCCCC(=O)N1CCN(S(=O)(=O)c2ccc(C)cc2)CC1	-3	0	29*	6	-5	15	2	6	1
COC(=O)c1ccc(C(NC(=O)OCc2ccccc2)/C(F)=C/[C@@H](C)C(=O)O)cc1 (stereo not given in full)	-1	-4	-2	3	0	6	6	-3	-2
Cc1ccc(C)c(Cn2nnc3c(=O)[nH]c(C4CCN(C(=O)c5ccco5)CC4)nc32)c1	-3	-3	4	0	3	3	-2	2	6
O=C(Cc1nn[nH]n1)NCCC1=CCCCC1	2	-3	7	-2	5	9	-3	-1	7
NNC(=O)c1sc2cc(C(F)(F)F)cnc2c1-c1cccnc1	1	0	2	9	-1	3	4	4	0
O=C(NCC(c1ccco1)N1CCN(c2ccc(F)cc2)CC1)C(=O)NC1CCCCC1 (stereo not given)	6	2	0	4	4	9	4	5	1
COc1ccccc1/C=C/c1ccc2cccc(O)c2n1	3	-6	-3	6	-5	9	42*	26	9
COc1cc(C2=NOC(C(=O)NCc3ccco3)C2)cc(OC)c1OC (stereo not given)	0	1	0	-4	2	1	2	2	5
Nc1ccc2nc3c(=O)[nH]c(=S)[nH]c3nc2c1	15	32*	34*	58*	7	49*	48*	53*	14
CCC(C)NC(=O)CCC(=O)NNc1nc2ccccc2c2nc(C)nn12 (stereo not given)	7	2	5	-7	-1	11	3	1	0
O=C(NCCN1C(=O)S/C(=C\c2ccccc2F)C1=O)C1CCCN1C(=O)c1cccs1 (stereo not given)	0	-1	9	-13	1	4	3	6	-6
Cc1cc(C)cc(NC(=O)N(CCC#N)Cc2cccs2)c1	-4	0	4	0	0	11	3	-3	8
OCCCNc1nnc(-c2ccccc2)c2ccccc12	-5	-1	3	1	-2	2	0	0	3
O=C(NCCCN1CCCC1=O)c1cccc(S(=O)(=O)NCc2ccccc2)c1	4	-5	2	0	0	11	6	11	-4
CS(=O)(=O)N1CCC(C(=O)Nc2ccc(Br)cc2F)CC1	-2	-4	-2	-5	2	4	0	6	-6
CC(C)(C)C(=O)C1=C(O)C(=O)N(Cc2ccccc2)C1c1ccccc1F (stereo not given)	0	-2	11	2	1	5	4	-2	4
COc1cc(C(C#N)N2N=C(c3ccccc3)CC2c2ccccc2)ccc1O (stereo not given)	7	-1	3	4	-2	8	6	5	1
Cc1cc(C)n(CC(=O)N/N=C/c2ccc(C)o2)n1	4	-3	6	5	1	8	4	-6	-1
COC(=O)CN1C(=O)C(C)(C)Oc2ccc(C(=O)NC3CCCC3)cc21	3	0	-1	-5	3	7	3	4	-2
Cc1onc(-c2ccccc2)c1C(=O)Oc1ccccc1	6	0	.	.	3	.	9	-15	1
COc1cccc2cc(C(=O)N3CCCc4ccccc43)oc12	4	7	5	-1	1	-3	0	-4	-3
Cc1c(CC(=O)N2CCN(C(=O)C3COc4ccccc4O3)CC2)c(=O)oc2cc(O)ccc12 (stereo not given)	7	-5	7	5	3	2	8	-1	4
CC(NC(=O)COC(=O)C1CCN(S(=O)(=O)c2ccccc2C(F)(F)F)CC1)c1ccccc1 (stereo not given)	-1	-2	2	8	0	11	23	10	7
Cc1ccccc1OCCNc1cc(N2CCN(CCO)CC2)ccc1[N+](=O)[O-]	8	-2	0	0	2	10	10	-11	9

11 entries out of the list, arranged by molecular weight, falling.
SMILES	LYPLA2 counter	PAD4 inh	PAFAH1B2 FP inh	PAFAH2 inh	LYPLA1 inh	PAFAH1B3 inh	pPAFAH FP inh	GSTO1 counter	PME-1 inh
O=C(NCCN1C(=O)S/C(=C\c2ccccc2F)C1=O)C1CCCN1C(=O)c1cccs1 (stereo not given)	0	-1	9	-13	1	4	3	6	-6
Cc1c(CC(=O)N2CCN(C(=O)C3COc4ccccc4O3)CC2)c(=O)oc2cc(O)ccc12 (stereo not given)	7	-5	7	5	3	2	8	-1	4
O=C(NCCCN1CCCC1=O)c1cccc(S(=O)(=O)NCc2ccccc2)c1	4	-5	2	0	0	11	6	11	-4
Cc1ccccc1OCCNc1cc(N2CCN(CCO)CC2)ccc1[N+](=O)[O-]	8	-2	0	0	2	10	10	-11	9
COc1cc(C(C#N)N2N=C(c3ccccc3)CC2c2ccccc2)ccc1O (stereo not given)	7	-1	3	4	-2	8	6	5	1
CS(=O)(=O)N1CCC(C(=O)Nc2ccc(Br)cc2F)CC1	-2	-4	-2	-5	2	4	0	6	-6
COC(=O)CN1C(=O)C(C)(C)Oc2ccc(C(=O)NC3CCCC3)cc21	3	0	-1	-5	3	7	3	4	-2
Cc1cc(C)cc(NC(=O)N(CCC#N)Cc2cccs2)c1	-4	0	4	0	0	11	3	-3	8
COc1cccc2cc(C(=O)N3CCCc4ccccc43)oc12	4	7	5	-1	1	-3	0	-4	-3
Cc1onc(-c2ccccc2)c1C(=O)Oc1ccccc1	6	0	.	.	3	.	9	-15	1
Cc1cc(C)n(CC(=O)N/N=C/c2ccc(C)o2)n1	4	-3	6	5	1	8	4	-6	-1

Bioassay records: PubChem BioAssay, The Scripps Research Institute Molecular Screening Center
